Screens (PubChem BioAssay)
Arr AP2 block = inhibitors of human beta-arrestin and AP2 interaction. FITC-arrestin peptide / GST-AP2 beads, flow cytometry; AP2 beta2 appendage carries R879A mutation. hit rate 0.31% among 340,000. inhibition, % at 10 µM;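 active = inhibition above a set limit, near 3 SD of compounds lacking own fluorescence, cut at about 54% in these data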;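 also: plate controls were DMSO wells for no effect and 5 µM unlabelled arrestin peptide for full effect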
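System: GST-tagged AP2 beta2-adaptin appendage (R879A) on 4 µm glutathione beads / Reagent: FITC-arrestin peptide, 50 nM / Detection: HyperCyt-sampled flow cytometry, FL1 channel, ex 488/em 535 nm / Timing: 12 min plus 1 h, RT / Buffer or medium: PBS plus Tween 20 (0.05%) and BSA (0.1%)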
OPRM1-OPRD1 inv = inverse agonist of human OPRM1-OPRD1 heterodimerization. P35372+P41143. cell-based MOR-DOR heterodimer luminescence, inverse agonism. inhibition, % at 9.3 µM. hit rate 0.21% among 340,000. AID 504357; in the data active = inhibition above about 22%, passing the limit was not always enough;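 also: 0% = cells with DMSO and 100% = wells without cells with DMSO; values of inactives mirror those of a sister screen read the other way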
Target sequence (P35372 whole entry, looked up): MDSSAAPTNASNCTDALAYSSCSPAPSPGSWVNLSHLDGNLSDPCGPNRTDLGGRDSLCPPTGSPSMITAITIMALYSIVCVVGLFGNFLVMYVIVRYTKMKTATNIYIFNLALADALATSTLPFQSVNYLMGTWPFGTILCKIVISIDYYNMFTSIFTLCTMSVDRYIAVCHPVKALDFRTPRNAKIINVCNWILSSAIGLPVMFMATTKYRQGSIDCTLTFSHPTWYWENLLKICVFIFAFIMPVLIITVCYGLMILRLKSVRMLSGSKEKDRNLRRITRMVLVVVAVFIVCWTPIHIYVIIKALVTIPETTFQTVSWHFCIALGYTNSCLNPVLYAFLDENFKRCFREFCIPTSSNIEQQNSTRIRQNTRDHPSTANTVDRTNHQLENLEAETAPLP
Target sequence (P41143 whole entry, looked up): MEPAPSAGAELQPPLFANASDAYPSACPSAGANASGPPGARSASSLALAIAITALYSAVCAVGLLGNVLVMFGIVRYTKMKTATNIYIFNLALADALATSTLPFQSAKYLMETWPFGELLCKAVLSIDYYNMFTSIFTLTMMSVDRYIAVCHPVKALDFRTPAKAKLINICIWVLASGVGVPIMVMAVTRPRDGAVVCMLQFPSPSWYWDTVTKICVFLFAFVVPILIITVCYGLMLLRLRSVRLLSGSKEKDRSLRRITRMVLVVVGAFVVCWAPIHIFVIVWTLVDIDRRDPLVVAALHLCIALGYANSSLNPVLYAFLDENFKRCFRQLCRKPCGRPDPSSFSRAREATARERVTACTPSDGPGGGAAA
PfHsp90 set2 = growth inhibition of yeast expressing Plasmodium Hsp90; inhibition, % at 9.4 µM; AID 504621; hit rate 0.32% among 310,000; S. cerevisiae expressing PfHsp90, BacTiter-Glo ATP, 48 h; yeast lacking PDR1 and PDR3 efflux regulators;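 active = every replicate shows inhibition above about 80%, whatever the replicate mean, limit read from the data; inconclusive = mean inhibition reaches the set limit but some replicate falls short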;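 also: 0% = DMSO neutral controls and 100% = 20 µM radicicol positive controls; yeast relying on Plasmodium falciparum Hsp90 in place of its own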
Ecoli viability = reduces bacterial viability in AddAB counter-screen | E. coli V3065 growth, OD600 absorbance, 18 h | inhibition, % at 11.9 µM | hit rate 0.27% among 330,000 | AID 449728;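 active = inhibition above the campaign's mean inhibition across all tested compounds plus 3 SD, cut at about 9.9% in these data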;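 also: uninfected addAB+ strain grown without phage in ampicillin broth; 0% = DMSO wells and 100% = ciprofloxacin 0.95 µg/ml wells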
MOR-DOR ag = OPRM1-OPRD1 heterodimerization agonism. P35372+P41143. cells, luminescence. activation, % at 9.3 µM. hit rate 0.3% among 340,000. AID 504326; in the data active = activation above about 18%;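 also: 0% = vehicle-treated cells and 100% = reference agonist; values of inactives mirror those of a sister screen read the other way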
Tat export inh = E. coli Tat transport inhibition. E. coli MC4100 TorA-mCherry Tat export, fluorescence. inhibition, % at 10 µM. hit rate 0.036% among 340,000. AID 488895;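 active = mean replicate inhibition at least 50% and at least half of replicates individually reaching 50%; inconclusive = only one of the two criteria met; inactive = neither criterion met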;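 also: exported cargo escapes ClpAP degradation while cytoplasmic cargo is degraded and loses fluorescence; 0% = median of neutral control wells and 100% = median of NaSCN control wells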
AddAB inh = less growth of phage-infected E. coli with AddAB; inhibition, % at 11.9 µM; hit rate 0.29% among 330,000; E. coli expressing H. pylori AddAB, absorbance growth; in the data active = inhibition above about 12%;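 also: 0% = vehicle wells of infected cells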
Pemphigus Ab inh = human desmoglein-3 autoantibody binding inhibition; AID 588358; binding (percent of control), % at 10 µM; DSG3-coupled beads, scFv-anti-DSG3-GFP binding, flow cytometry; hits give low values; P32926; hit rate 0.48% among 310,000;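 active = binding more than 3 SD below its plate's average and above zero; inconclusive = below that plate limit but binding exactly zero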;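 also: hits lower antibody fragment binding to DSG3; some compounds called inactive have numbers as strong as hits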
PKA-R1A activ = activators of PKA-R1A complex; activation, % at 11.4 µM; PKA-R1A dissociation, Cy5-IP20 fluorescence polarization; scaled: DMSO 0%, 113 µM cGMP 100%; hit rate 0.083% among 340,000; AID 504707;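 active = percent activation above the mean of all tested compounds plus 3 SD, cut at about 19% in these data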;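 also: higher means more PKAc released from R1A so a rise in polarization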
SUMO Mot1 rescue = inhibitors of SUMOylation pathway: yeast Mot1-301 growth rescue | growth rescue, % at 18.8 µM | S. cerevisiae Mot1-301 growth rescue, ATP luminescence, 38.5C; percent above DMSO median, 100 means doubled | AID 2716 | hit rate 1% among 320,000;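 active = every valid replicate shows activation above 250% relative to neutral control wells; inactive = the rest, any valid replicate at or below 250%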;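 also: OY570 slx delta 5 strain wells were the positive control but not used for scaling; some compounds called inactive have numbers as strong as hits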
phage Ecoli inh = E. coli growth loss with phage present; growth absorbance; inhibition, % at 11.9 µM; hit rate 0.26% among 360,000; AID 651602; in the data active = inhibition above about 11%
Active calls of the source: *; u = inconclusive; x = not tested or not shown.

1: Cc1cc(C(=O)NC2CCCc3c2cnn3-c2ccccc2F)nc(C)n1 (stereo unspecified)
2: N#Cc1sc2nc(-c3cccs3)cc(-c3ccc(F)cc3)c2c1N
3: O=C(c1cccc(F)c1)N1CCN(C(=O)c2cc3nc(-c4ccco4)cc(C(F)(F)F)n3n2)CC1
4: CCOC(=O)COc1ccc2c(c1)c(C(C)=O)c(C)n2-c1ccc(OC)cc1
5: O=C(Cc1c(F)cccc1Cl)NNC(=O)c1ccncc1
6: N#Cc1ccc(-c2nc3ccc(Br)cc3c(=O)n2O)cc1
7: CC(C)CN1CCC(=O)N(CCC#N)CC1
8: COc1ccc2cc(C[C@@H]3CC[C@@H](CO)O3)ccc2c1
assay / entry	1	2	3	4	5	6	7	8
Arr AP2 block	-7	-1	18	33	-7	-6	13	-1
OPRM1-OPRD1 inv	23	-24	2	7	7	16	6	20
PfHsp90 set2	-1	6	11	25	x	-4	-11	8
Ecoli viability	3.3	1.4	0.1	0.4	0.7	-2.0	-0.7	-1.4
MOR-DOR ag	-4.2	4.4	-0.3	-1.5	-1.7	-3.6	-1.3	-4.1
Tat export inh	-5	-6	2	-1	0	-2	3	-4
AddAB inh	-0.2	0.2	1.7	-1.6	-0.9	-0.6	4.2	-1.4
Pemphigus Ab inh	106	111	107	106	101	95	108	103
PKA-R1A activ	-4	-10	-8	-2	3	-4	-13	-5
SUMO Mot1 rescue	-13	5	-11	-25	-7	-22	29	x
phage Ecoli inh	-1.5	0.1	0.0	0.1	0.1	-2.0	3.7	4.0

9: Cc1cc(C(=O)N/N=C/C(Cl)=C/c2ccccc2)c(C)o1
10: CC(=O)c1ccc(NC(=S)NC(=O)/C=C/c2ccc(F)cc2)cc1
11: O=C1C(Cl)=C(N2CCOCC2)C(=O)N1c1ccccc1F
12: CCn1c(SCC(=O)c2ccc(Br)cc2)nnc1C(C)NC(=O)Cc1ccc(OC)cc1 (stereo unspecified)
13: COc1cnc(-c2ccccn2)nc1Sc1ccc(C)cc1
14: Cc1ccc(C2=NS(=O)(=O)N(C)C(C(=O)N3CCOCC3)=C2)cc1
15: O=C(NCc1ccccc1Cl)C1CCCN1S(=O)(=O)c1ccccc1F (stereo unspecified)
16: COC(=O)c1ccccc1C(=O)N(Cc1cccnc1)CC1CCCN(C2CCCCC2)C1 (stereo unspecified)
assay / entry	9	10	11	12	13	14	15	16
Arr AP2 block	-11	-3	-3	35	-17	-6	12	-1
OPRM1-OPRD1 inv	-16	6	6	5	-1	7	-6	6
PfHsp90 set2	11	10	26	34	6	21	6	-15
Ecoli viability	4.9	-1.8	-1.7	0.9	-1.5	-0.1	-0.8	-1.4
MOR-DOR ag	3.1	-1.2	-1.1	-0.8	0.2	-1.2	1.0	-1.2
Tat export inh	-8	-1	-3	-1	-6	-3	1	0
AddAB inh	2.2	-2.1	0.2	-1.9	0.5	0.2	0.6	3.0
Pemphigus Ab inh	100	x	110	100	78	98	x	144
PKA-R1A activ	1	9	3	-2	-8	1	3	-12
SUMO Mot1 rescue	8	13	-23	x	17	-7	39	-4
phage Ecoli inh	-1.1	x	0.6	4.0	3.7	3.5	1.4	2.5

17: CSCCC(NS(=O)(=O)c1ccc(Cl)cc1)C(=O)OCC(=O)c1ccc(F)cc1 (stereo unspecified)
18: COc1ccc(OC)c(C2c3c(oc4ccccc4c3=O)C(=O)N2CCCN(C)C)c1 (stereo unspecified)
19: Cc1ccc(-c2nc(CS(=O)(=O)CC(=O)N3CCc4ccccc4C3)c(C)o2)cc1
20: COc1ccc(OC)c(NS(=O)(=O)c2ccc3c(c2)C(C)(C)C(=O)N3C)c1
21: CCOc1ccccc1N(CC(=O)NC1CCCCC1)S(=O)(=O)c1ccccc1
22: CCOC(=O)COc1ccccc1/C=C1/NC(=O)NC1=O
23: CCOC(=O)c1cnc2ccccc2c1NCCO
24: CC(Sc1ncnc2sc(-c3ccccc3)cc12)C(=O)NCC1CCCO1 (stereo unspecified)
assay / entry	17	18	19	20	21	22	23	24
Arr AP2 block	22	1	9	8	2	3	5	1
OPRM1-OPRD1 inv	-41	2	-10	-3	-22	6	7	8
PfHsp90 set2	-2	-24	x	x	1	1	1	-3
Ecoli viability	-1.7	1.8	-0.9	0.5	0.6	-1.9	-1.9	-1.9
MOR-DOR ag	8.1	-0.5	2.0	0.5	2.7	-1.2	-1.6	-1.2
Tat export inh	-6	2	4	-6	1	-6	-13	1
AddAB inh	3.2	2.8	4.8	9.1	2.3	0.9	2.9	-0.7
Pemphigus Ab inh	106	102	112	112	103	99	108	102
PKA-R1A activ	1	4	-7	11	3	11	-4	-2
SUMO Mot1 rescue	6	246	-10	10	-5	-2	234	-17
phage Ecoli inh	1.4	3.9	1.4	x	1.5	0.7	2.4	1.6

25: CCN(CC)Cc1c(C(=O)N/N=C/c2cccs2)nnn1-c1nonc1N
26: O=C(N/C(=C/c1cccnc1)C(=O)N1CCOCC1)c1ccccc1Cl
27: Nc1c(C(=O)NCc2ccco2)nnn1CC(=O)Nc1ccccc1
28: O=C(Nc1ccc(N2CCCC2)cc1)c1ccc2ccccc2c1
29: CC(OC(=O)C1=COCCO1)C(=O)c1ccc(C(C)(C)C)cc1 (stereo unspecified)
30: O=C(CSc1nncs1)Nc1ccc(Cl)cc1C(F)(F)F
31: O=C(NC1CCCC1)C(c1ccccc1)N(C(=O)c1ccco1)C1CCCC1 (stereo unspecified)
32: CCOC(=O)C1CCCN(C(=O)COc2ccc(N(C)S(=O)(=O)c3ccc(C)cc3)cc2)C1 (stereo unspecified)
assay / entry	25	26	27	28	29	30	31	32
Arr AP2 block	7	25	2	-8	14	30	2	-22
OPRM1-OPRD1 inv	-25	17	0	3	4	13	2	17
PfHsp90 set2	-8	-1	-29	15	4	-40	26	14
Ecoli viability	-0.1	-3.9	2.0	-1.0	x	3.1	0.1	1.6
MOR-DOR ag	3.1	-3.5	-0.1	-0.5	-0.9	-2.0	-0.4	-3.2
Tat export inh	u	5	-4	5	1	3	16	-3
AddAB inh	1.4	-1.8	2.5	1.9	x	2.0	0.6	2.1
Pemphigus Ab inh	110	x	102	121	111	102	x	91
PKA-R1A activ	-2	-8	-6	-1	-11	2	3	-14
SUMO Mot1 rescue	23	7	185	9	x	-5	-5	5
phage Ecoli inh	0.1	2.4	2.5	3.3	2.1	4.3	0.5	4.2

33: CN(C)c1ccc(C2NC(=O)c3ccccc3N2)cc1 (stereo unspecified)
34: CCOC(=O)CN1C(=O)C(=O)c2cc(C)ccc21
35: O=C(NC1CCN(C(=S)NCc2ccco2)CC1)c1ccc(F)cc1
36: CC(=O)c1ccc(NC(=S)N2CCN(c3cccc(Cl)c3)CC2)cc1
37: CCCCCC(=O)Nc1ccc(C(=O)CN2C(=O)NC3(CCCCCC3)C2=O)cc1
38: O=C(CCn1c(=O)c2cccn2c2cccnc21)NCc1cccc(Cl)c1
39: CCOC(=O)/C(C#N)=C/c1c(N2CCN(c3ccc(OC)cc3)CC2)nc2c(C)cccn2c1=O
40: O=C(NCc1ccc2c(c1)OCO2)C1CCC(CNS(=O)(=O)c2ccc(Cl)cc2)CC1 (stereo unspecified)
assay / entry	33	34	35	36	37	38	39	40
Arr AP2 block	8	-10	4	-13	3	-4	-13	4
OPRM1-OPRD1 inv	10	41*	1	0	-2	8	8	1
PfHsp90 set2	-5	-13	15	-25	7	-8	6	8
Ecoli viability	1.9	0.6	1.2	4.2	2.8	-0.2	x	-0.7
MOR-DOR ag	-2.1	-7.1	-0.2	-0.1	0.4	-1.5	-1.7	-0.3
Tat export inh	-4	-5	-4	2	0	1	7	-7
AddAB inh	6.8	3.0	3.0	2.6	2.4	2.9	x	0.6
Pemphigus Ab inh	101	112	85	97	100	118	98	91
PKA-R1A activ	-6	3	-13	-2	-1	-11	-3	3
SUMO Mot1 rescue	-3	-7	-3	-2	-10	-8	7	-8
phage Ecoli inh	3.2	-0.8	1.2	3.3	0.7	2.3	1.5	1.8

Looked up above.
Under Pemphigus Ab inh, CN(C)c1ccc(C2NC(=O)c3ccccc3N2)cc1 (stereo unspecified) shows 101
Under AddAB inh, CCCCCC(=O)Nc1ccc(C(=O)CN2C(=O)NC3(CCCCCC3)C2=O)cc1 shows 2.4
Under PfHsp90 set2, CCOC(=O)CN1C(=O)C(=O)c2cc(C)ccc21 shows -13
Under OPRM1-OPRD1 inv, O=C(NCc1ccc2c(c1)OCO2)C1CCC(CNS(=O)(=O)c2ccc(Cl)cc2)CC1 (stereo unspecified) shows 1
Under MOR-DOR ag, CC(=O)c1ccc(NC(=S)N2CCN(c3cccc(Cl)c3)CC2)cc1 shows -0.1
Under Tat export inh, CCOC(=O)/C(C#N)=C/c1c(N2CCN(c3ccc(OC)cc3)CC2)nc2c(C)cccn2c1=O shows 7

Other structures follow:
41: Cc1ccc(C(=O)NNC2=NC(C)(C)Cc3ccccc32)cc1
42: c1ccc(N2CCN(Cc3cn4cccnc4n3)CC2)cc1
43: O=S(=O)(NC1CCCCCCC1)c1ccccc1
44: CCOC(=O)c1ccc(NC(=O)COC(=O)c2cccc(Oc3ccccc3)c2)cc1
45: CCOC(=O)c1ccc(NC(=O)CSC(=S)N2CCOCC2)cc1
46: COc1ccccc1Nc1nc2ccc(C)cc2n2cnnc12
47: O=C(O)Cn1c(SCCOc2ccccc2F)nc2ccccc21
48: Cc1ccc(S(=O)(=O)N2CCC(C(=O)NCCC3=CCCCC3)CC2)cc1C
assay / entry	41	42	43	44	45	46	47	48
Arr AP2 block	3	-9	8	12	-7	-5	2	16
OPRM1-OPRD1 inv	13	9	1	-10	11	-46	10	-20
PfHsp90 set2	9	-17	-5	-5	-15	-8	8	x
Ecoli viability	-1.6	-0.9	0.5	0.4	1.1	0.3	-1.9	0.7
MOR-DOR ag	-2.4	-1.7	-0.1	2.0	-2.2	8.9	-2.3	3.0
Tat export inh	-3	-9	-1	6	1	-12	0	-5
AddAB inh	0.4	3.0	3.5	-0.6	4.2	-1.8	2.2	1.5
Pemphigus Ab inh	98	103	98	x	83	88	x	103
PKA-R1A activ	-5	1	-8	14	-9	3	13	-1
SUMO Mot1 rescue	0	-2	92	-3	11	10	45	-7
phage Ecoli inh	2.5	5.4	0.2	0.7	3.0	0.9	1.0	3.5

Grouped by structure: the entries above containing bromine.
6: N#Cc1ccc(-c2nc3ccc(Br)cc3c(=O)n2O)cc1
12: CCn1c(SCC(=O)c2ccc(Br)cc2)nnc1C(C)NC(=O)Cc1ccc(OC)cc1 (stereo unspecified)
assay / entry	6	12
Arr AP2 block	-6	35
OPRM1-OPRD1 inv	16	5
PfHsp90 set2	-4	34
Ecoli viability	-2.0	0.9
MOR-DOR ag	-3.6	-0.8
Tat export inh	-2	-1
AddAB inh	-0.6	-1.9
Pemphigus Ab inh	95	100
PKA-R1A activ	-4	-2
SUMO Mot1 rescue	-22	x
phage Ecoli inh	-2.0	4.0
